FXIIa inh 1536: blocks human coagulation factor XIIa protease activity; P00748; purified FXIIa, Boc-QGR-AMC fluorogenic substrate, 2 h; inhibition, % at 5 µM; actives 0.3% (n = 220,000); in the data active = inhibition above about 40%;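 also: 0% = enzyme with no compound and 100% = blank without enzyme; many of its hits are not listed in these tables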
Rad51 HR inh: blocks human Rad51 in homologous recombination. inhibition, % at 10 µM. hRad51 DNA strand exchange, fluorescence dequenching. AID 1385. Q06609. actives 0.085% (n = 200,000);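 active = inhibition above 40% at the single screening dose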;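 also: 0% = DMSO control wells and 100% = blanks with heterologous ssDNA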
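material = hRad51 filaments on single-stranded DNA | timing = filaments 15 min 37 °C, then compound 30 min | signal = FRET fluorescence dequenching, excitation 485 nm, emission 520 nm | benchmarks = control wells and blank wells on each plate | evaluation = percent inhibition relative to plate controls and blanks | compound = 10 µM final, single point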
Mdm2 ligase inh: inhibitors of human Mdm2 E3 ubiquitin ligase. signal enhancement, % at 5 µM. cell-based MDM2 ubiquitination luciferase reporter, 2 h; 0 = plate control, 100 = twice control, blank-subtracted. actives 0.11% (n = 210,000);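 active = signal enhancement of 30% or more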;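 also: luminescence tracks abundance of the self-degrading MDM2-luciferase fusion protein; higher signal means inhibition of MDM2 E3 ligase activity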
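Assay system: mammalian cells stably expressing self-ubiquitinating, self-degrading MDM2 E3–luciferase fusion. Quantity: 2000 cells in each well. Medium: DMEM culture medium. Compound dosing: single-point 5 µM. Timing: cell settling 4 h, compound treatment 2 h, both 37 °C. Technique: luciferase luminescence. Read-out basis: percent signal gain over controls, blank-subtracted. Benchmarks: plate controls and plate blanks.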
eIF4E 4G PPI: eIF4E/eIF4G interaction inhibition in translation initiation; P63073+Q04637; actives 0.37% (n = 220,000); TR-FRET eIF4E-eIF4GI(517-606) binding, 2 h; inhibition, % at 21.7 µM;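 active = inhibition above about 30%, limit read from the data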;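 also: 0% = full FRET control wells and 100% = background wells lacking eIF4GI fragment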
p97 inhibitor: human p97 ATPase inhibition. P55072. recombinant p97 ATPase, Kinase-Glo ATP luminescence, 3 h. inhibition, % at 8 µM. actives 0.42% (n = 220,000). AID 1481; in the data active = inhibition above about 15%;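 also: 0% = DMSO vehicle and 100% = wells lacking enzyme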
Target sequence (P55072 whole entry, looked up): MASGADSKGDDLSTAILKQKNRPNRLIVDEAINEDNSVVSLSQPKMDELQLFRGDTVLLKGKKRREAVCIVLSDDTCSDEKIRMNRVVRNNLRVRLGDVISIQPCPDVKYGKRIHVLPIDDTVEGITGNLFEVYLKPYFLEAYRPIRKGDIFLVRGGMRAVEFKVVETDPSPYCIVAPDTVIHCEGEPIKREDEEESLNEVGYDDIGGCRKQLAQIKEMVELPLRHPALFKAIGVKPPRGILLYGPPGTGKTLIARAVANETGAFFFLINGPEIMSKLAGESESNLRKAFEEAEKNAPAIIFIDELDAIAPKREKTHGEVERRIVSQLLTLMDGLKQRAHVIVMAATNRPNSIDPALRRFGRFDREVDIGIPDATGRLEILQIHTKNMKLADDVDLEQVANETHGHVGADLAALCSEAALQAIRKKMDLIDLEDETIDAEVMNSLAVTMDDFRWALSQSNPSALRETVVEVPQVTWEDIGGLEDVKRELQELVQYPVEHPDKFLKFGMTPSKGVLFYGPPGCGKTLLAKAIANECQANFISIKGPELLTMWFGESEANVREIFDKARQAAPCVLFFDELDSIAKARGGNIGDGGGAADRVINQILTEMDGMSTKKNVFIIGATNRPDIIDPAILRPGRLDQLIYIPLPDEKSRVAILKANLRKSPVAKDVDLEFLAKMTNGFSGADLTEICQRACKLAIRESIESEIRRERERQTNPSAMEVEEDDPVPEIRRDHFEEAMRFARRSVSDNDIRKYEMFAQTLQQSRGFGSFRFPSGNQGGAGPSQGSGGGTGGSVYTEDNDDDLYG
KLK5 inh: blocks human kallikrein 5 protease activity; Q9Y337; recombinant hK5, fluorogenic AMC substrate cleavage; inhibition, % at 5 µM; actives 0.59% (n = 210,000); AID 873;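 active = inhibition of 40% or more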;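 also: 0% = enzyme controls without compound and 100% = no-enzyme blanks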
Target sequence (Q9Y337 67-293 limits assumed): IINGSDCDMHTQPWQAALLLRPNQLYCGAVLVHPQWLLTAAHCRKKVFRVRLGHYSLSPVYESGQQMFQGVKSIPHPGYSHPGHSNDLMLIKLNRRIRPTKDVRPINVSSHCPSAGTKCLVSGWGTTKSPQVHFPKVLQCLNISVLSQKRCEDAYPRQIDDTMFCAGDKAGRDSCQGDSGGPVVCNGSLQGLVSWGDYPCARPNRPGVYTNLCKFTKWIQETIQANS
14-3-3 Bad inh: disrupts binding of bovine 14-3-3 zeta to phospho-Bad peptide | P63103 | TR-FRET 14-3-3zeta/Dy647-pBad peptide displacement, 1 h | inhibition, % at 21.7 µM | actives 0.71% (n = 220,000) | AID 781;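 active = inhibition above about 70%, limit read from the data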;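 also: 0% = full 14-3-3 plus peptide FRET controls and 100% = background without 14-3-3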
FXIa inh: blocks human coagulation factor XIa protease activity. P03951. actives 0.14% (n = 220,000). purified FXIa, Boc-Glu-Ala-Arg-AMC fluorogenic substrate. inhibition, % at 5 µM;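 active = inhibition of at least 40%; inactive = inhibition below 40%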;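 also: fluorescence of freed AMC excited at 355 nm; 0% = enzyme without compound and 100% = no enzyme blank; many of its hits are not listed in these tables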
Wee1 stabilizer: inhibitors of human Wee1 degradation; P30291; HeLa Luc-Wee1K328M stability, luciferase luminescence; 100% = proteasome inhibitor MG132 effect; reporter increase, % at 5 µM; actives 1.2% (n = 220,000);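 active = activation above the mean of all tested compounds plus 3 SD, set per screening run, cut at about 8.8% in these data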;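 also: cells exposed to compound for 20 h before luminescence read; 0% = DMSO alone and 100% = MG132 at 30 µM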
* = called active by the depositor; x = not tested or not shown; [ ] = remark or other dose.

SMILES	FXIIa inh 1536	Rad51 HR inh	Mdm2 ligase inh	eIF4E 4G PPI	p97 inhibitor	KLK5 inh	14-3-3 Bad inh	FXIa inh	Wee1 stabilizer
COc1ccc(CCNC(=O)c2cc(-c3ccco3)on2)cc1OC	-5	3	2	-1	2	-22	21	3	3
Cc1ccc(C2/C(=C(\O)c3cnn(-c4ccccc4)c3C)C(=O)C(=O)N2CCN(C)C)o1 (stereo not drawn)	-15	-11	-21	6	-2	3	1	-5	-2
COc1cc(/C=C/C(=O)OCC(=O)Nc2ccc3c(c2)OCCO3)ccc1OCC#N	7	6	-2	1	5	-20	-13	0	-1
COc1cc(-c2cc(-c3ccc(F)cc3)nc(N)c2C#N)ccc1O	-1	-82	7	8	3	2	-9	-4	-4
CCOC(=O)N1CCC(N2CCCC(CO)(Cc3cccc(OC)c3)C2)CC1 (stereo not drawn)	2	11	-4	-4	1	-1	-8	-4	-1
COc1ccc(CCN(C)CCC(=O)Nc2c(C)cc(C)cc2C)cc1OC	21	-11	13	1	2	-2	-3	8	-3
O=C(CNC(=S)N(CCCN1CCOCC1)Cc1cccs1)N1CCCC1	11	-14	5	-5	1	3	-4	1	-1
CCOC(=O)NC(NCc1ccccc1Cl)(C(F)(F)F)C(F)(F)F	5	-2	-6	3	2	0	1	-5	2
COc1ccc(-c2cc(C(F)(F)F)nc(SCC(=O)Nc3cc(C)on3)n2)cc1	13	2	-13	-1	1	-24	7	-2	-1
CCc1ccc2c(Cl)c(C(=O)N/N=C/c3c[nH]c4ccccc34)sc2c1	5	x	-1	-3	4	-10	-4	-6	-2
O=c1sc2ccccc2c(N2CCCC2)c1[N+](=O)[O-]	12	x	-25	4	5	x	-6	1	0
Cc1ccc(S(=O)(=O)CCSc2n[nH]c(=O)n2-c2ccc3c(c2)OCCO3)cc1	6	-8	-5	-2	6	0	1	-1	3
Cc1ccc(/C=N/N2CCN(c3ccccc3)CC2)cc1	x	4	-1	0	3	-3	-6	-4	-1
N#Cc1nc(COc2ccccc2Cl)oc1NCc1ccc(F)cc1	10	-26	-13	x	-2	3	x	-2	-1
O=C(CCn1nnc2ccccc2c1=O)N[C@H](C(=O)O)c1ccccc1	2	-7	4	-13	-3	-18	2	-5	1
CCOC(=O)c1c(Nc2ccccc2OCCOC)n[nH]c1C	10	-8	-14	3	3	1	-2	1	11*
CC1(C)CC(=NOC(=O)c2ccccc2)CC(C)(C)N1O	6	x	0	-2	2	-6	6	-4	-1
O=C(NCCCn1ccnc1)C(=O)NCC1OCCN1S(=O)(=O)c1ccc(F)cc1 (stereo not drawn)	12	-2	x	6	5	-12	7	7	4
COc1ccc(C2(CNS(=O)(=O)c3ccc(C)cc3)CCOCC2)cc1	6	9	x	-5	-4	-4	-7	-4	5
C/C(=N\NC(=O)CCCNc1ccc(C)cc1)c1ccccn1	12	2	6	8[fluorescence artefact?]	-5	-49	-12	-1	1
O=C(NCCSc1ccccc1)c1cccnc1	12	-4	-9	6	6	-8	3	2	-1
O=[N+]([O-])c1ccc(OCCOCCOc2ccc([N+](=O)[O-])cc2)cc1	7	-37	x	4	6	3	2	3	2
O=C(Nc1cccc(NC(=O)c2ccc(-c3ccc(Br)cc3)o2)c1)c1ccccc1	18	-2	-14	-4	4	0	5	5	0
O=S(=O)(NCc1ccco1)c1cnc(Cl)c(Cl)c1	-2	-1	1	-1	-7	19	-4	-5	-1
O=S(=O)(NC1CCCCC1Sc1ncccn1)c1ccccc1 (stereo not drawn)	7	0	-8	-6[fluorescence artefact?]	6	-22	-9[fluorescence artefact?]	2	-1
O=C(CCN1CCCCC1)Nn1c(=S)[nH]c2ccccc2c1=O	15	3	1	-12	6	-2	4	9	7
O=C(c1cccc(F)c1)N1CCN(S(=O)(=O)c2ccccc2)CC1	15	9	6	-5	5	-5	-6	3	0
COc1cc(C(=S)N2CCOCC2)ccc1OC(=O)c1cc([N+](=O)[O-])cc([N+](=O)[O-])c1	6	-5	-8	-2	2	-6	-5[fluorescence artefact?]	5	-2
Cc1ccc(Nc2nc(-c3cccs3)cs2)nc1	8	4	-66	2	-3	2	-4	1	7
CCc1ccc(CC2S/C(=C(\C#N)C(C)=O)NC2=O)cc1 (stereo not drawn)	9	-11	-4	3	3	14	4	2	4

Some of these compounds in order of SMILES length, smallest number first:
SMILES	FXIIa inh 1536	Rad51 HR inh	Mdm2 ligase inh	eIF4E 4G PPI	p97 inhibitor	KLK5 inh	14-3-3 Bad inh	FXIa inh	Wee1 stabilizer
O=C(NCCSc1ccccc1)c1cccnc1	12	-4	-9	6	6	-8	3	2	-1
O=S(=O)(NCc1ccco1)c1cnc(Cl)c(Cl)c1	-2	-1	1	-1	-7	19	-4	-5	-1
CCOC(=O)c1c(Nc2ccccc2OCCOC)n[nH]c1C	10	-8	-14	3	3	1	-2	1	11*
O=C(c1cccc(F)c1)N1CCN(S(=O)(=O)c2ccccc2)CC1	15	9	6	-5	5	-5	-6	3	0
O=C(NCCCn1ccnc1)C(=O)NCC1OCCN1S(=O)(=O)c1ccc(F)cc1 (stereo not drawn)	12	-2	x	6	5	-12	7	7	4

(further entries)
SMILES	FXIIa inh 1536	Rad51 HR inh	Mdm2 ligase inh	eIF4E 4G PPI	p97 inhibitor	KLK5 inh	14-3-3 Bad inh	FXIa inh	Wee1 stabilizer
Cc1ccc(N=Nc2c(O)ccc3n[nH]nc23)cc1	8	x	-11	-3	0	1	-6	4	2
CCOc1ccccc1N(CC(=O)NC1CCCCC1)S(C)(=O)=O	7	-4	-8	-1	-2	4	-7	2	1
Cc1cccc(-c2cc3nc4c(c(N5CCCC(O)C5)n3n2)CCC4)c1 (stereo not drawn)	14	-2	-16	10	-3	-10	-10	4	-4
COCCN(C(=O)CCCC(=O)Nc1ccccn1)C(C(=O)NC1CCCCC1)c1ccc(C)cc1 (stereo not drawn)	15	3	-20	-3	-2	-2	8	0	-1
O=C(O)C(NS(=O)(=O)c1cccc2nsnc12)c1ccccc1 (stereo not drawn)	5	14	-5	3	1	-2	4	-4	-1
O=C(NCc1csc2ccc(Cl)cc12)Nc1cccc2ccccc12	10	0	-17	-2	3	-1	-1	2	0
C/C(=N\Nc1nc(N2CCCCC2)nc(N2CCOCC2)n1)c1ccccc1O	5	4	-1	1	3	2	-4	-2	-4
O=C1CCc2ccccc2N1	-2	1	-11	0	1	-8	-7	-5	1
O=C1C2C3C=CC(C3=C(c3ccccc3)c3ccccc3)C2C(=O)N1CCO (stereo not drawn)	4	0	-10	-4	-2	0	-11	0	1
CC1(C)Cc2ccccc2C(N/N=C/c2ccc([N+](=O)[O-])cc2)=N1	17	x	-13	1	2	x	-3	5	5
COc1cccc(N2CC(C(=O)Nc3nnc(SCC(=O)Nc4cc(C)on4)s3)CC2=O)c1 (stereo not drawn)	14	x	-4	-1	3	11	69	3	-2
O=C(OCC(=O)N1CCN(c2ccccc2)CC1)c1ccc2ccccc2n1	-2	1	-9	-4	1	-11	6	-8	0
Nc1c2c(nc3c1CCC3)CCCC2	x	2	x	0	-3	x	-2	x	-3
Cc1ccc2c(c1)c1ncnc(N3CCC4(CC3)OCCO4)c1n2C	-24	-2	13	3	-1	2	-2	-1	2
CC(=O)Nc1ccc(N2C(=O)C3C4CC(=O)C(c5ccccc54)C3C2=O)cc1 (stereo not drawn)	18	10	-23	0	3	-3	6	0	3
Cc1cc(C(=O)CSc2nncn2C)c(C)n1-c1ccccc1	3	0	-37	-1	-1	-6	-7	-4	-2
COc1ccc(NS(=O)(=O)c2cccc(NC(=O)c3ccccn3)c2)cc1	-1	7	-5	2	7	-8	-5	-4	1
Cc1nnc2sc(SCc3ccccc3)nn2c1=O	22	-8	-7	-10[fluorescence artefact?]	1	-6	11	21	-2
CCNC(=S)N1CCN(C(=O)C(Cc2ccccc2)NC(C)=O)CC1 (stereo not drawn)	7	-6	6	3	-5	12	-1	6	5
Cc1ccc(C(=O)CSc2nnc(Cn3nnc4ccccc43)n2C)cc1	12	-5	-2	-3	0	-14	-4	1	0
CCn1cc(NC(=O)Nc2ccc(OC)c(OC)c2)c(C(N)=O)n1	5	-4	-10	-3	3	-10	3	-10	4
Cc1[nH]nc2ncc(C(=O)c3cc(Cl)cc(Cl)c3O)cc12	8	-6	x	-17	4	-1	-13	2	1
CCCCN(C)CCn1c(=S)[nH]c2ncccc2c1=O	7	-11	-17	-7	-2	-5	-16	-6	3
CCOC(=O)Cn1nc(C)n(-c2ccc(C(C)(C)C)cc2)c1=O	-11	6	-9	9	-3	1	1	-8	3
COC(=O)c1ccccc1NC(=O)CSc1nc(O)cc(=O)n1C1CCCC1	12	1	-5	2	-3	-14	6[fluorescence artefact?]	1	-2
COc1ccc(-c2[nH]ncc2CNC(C)CCn2cccn2)cc1F (stereo not drawn)	4	2	-1	1	4	-3	3	-7	-3
Nc1nnc(CC(=O)N/N=C/c2ccc(-c3cccc(C(=O)O)c3)o2)s1	19	11	-4	-4	9	10	5	6	1
CCS(=O)(=O)n1nc(-c2cccnc2)nc1NCc1ccc(F)cc1	4	x	x	0	1	x	-3	1	2
Cc1cc(CNC(=O)CC2C(=O)NCCN2CC(C)(C)C)nn1C (stereo not drawn)	10	x	-8	-2	1	2	-9	2	5
Cc1ccc(NC(=O)c2c([N+](=O)[O-])c(C(C)(C)C)nn2C)c(C)c1	6	6	-1	4	-3	-7	-4[fluorescence artefact?]	2	4
O=C(Cc1ccccc1)Nc1nc(-c2cccs2)cs1	11	-9	-16	-5	0	-17	-16[fluorescence artefact?]	-4	0
CCN=C1SC(C(=O)NCCc2ccccc2)CC(=O)N1CC (stereo not drawn)	1	1	3	2	-2	-2	6	-6	0
O=[N+]([O-])c1ccc(-c2ccc(/C=N/c3c(-c4ccco4)nc4ccccn34)o2)c(Cl)c1	2	x	-30	3[fluorescence artefact?]	4	-31	10[fluorescence artefact?]	5	-2
O=Cc1c(OCc2ccccc2)ccc2ccccc12	7	20	-4	-5	3	-3	-14	-3	11*
COc1ccc2cc3[n+](cc2c1OC)CCc1cc2c(cc1-3)OCO2	17	3	x	-5	5	-6	-7	11	-2
Cn1c(Oc2ccc(F)cc2)c(C=O)c2ccccc21	2	27	5	2	0	-14	-5	-7	-1
O=C(Nc1ccc(S(=O)(=O)N2CCCCC2c2cccnc2)cc1)c1c(F)cccc1F (stereo not drawn)	2	-5	-17	-4	-5	-6	-7	-6	1
Cc1cc(NC(=O)CN2CCN(c3ccc(O)cc3)CC2)no1	18	5	-11	-7	0	0	-1	-8	0
O=C(Nc1ccc(Cl)cc1)Nc1nnc(CSCc2ccccc2)s1	11	-1	-8	3	-2	-8	3[fluorescence artefact?]	-1	1
CCCCN(C)C(=S)Nc1ccc(Oc2ccccc2)cc1	9	2	-21	-1	2	4	16	20	1
CCOc1cc(-c2noc(N)c2C#N)cc(OCC)c1OCC	1	x	-12	-3	2	-48	-6	-11	5
CCOc1ccccc1N(CC)C(=O)Cn1ncc2c(=O)oc3ccccc3c21	9	9	-12	1	1	16	10	4	2
